SDO1 yeast rescue: growth rescue of sdo1-depleted yeast, primary screen, S. cerevisiae, bone marrow failure model | S. cerevisiae sdo1-depleted JHY4D growth rescue, OD600 30 h; active compounds read high; pdr5 snq2 efflux-pump mutant strain | z-score at 10 µM | 140,000 compounds, 0.21% hits;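 active = z-score above 3 at both the 24 hr and the 30 hr optical density reads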;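 note: z-score against mean and SD of all compound wells on the same plate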
Insulin prom inh: inhibitors of insulin promoter-driven GFP, primary screen, imaging, TRM-6 cells (human fetal islet line), eGFP reporter, cell count. inhibition, % at 2 µM. 130,000 compounds, 0.9% hits. reporter expression induced with tamoxifen. AID 1273, 2008;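 active = inhibition above the mean plus 3 SD, with well images judged a real hit on visual review, cut at about 60% in these data, passing the limit was not always enough; inconclusive = inhibition over the cutoff but images rejected on review; inactive = inhibition not above the cutoff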
SDO1 yeast rescue Rescue 24 h: second read-out of SDO1 yeast rescue, no call of its own (marks repeat the call); z-score; S. cerevisiae sdo1-depleted JHY4D growth rescue, OD600; measured here: growth rescue at 24 h;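 0 is the plate mean of compound wells and units are plate SD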
Numbers without * were called inactive; ? = inconclusive; · = not tested or not shown. These rows are one share of the data. The share of hits here may be higher or lower than overall.

SMILES	SDO1 yeast rescue	SDO1 yeast rescue Rescue 24 h	Insulin prom inh
C=CCNC(=O)c1cc(=O)c2ccccc2o1	2.6	3.72	·
COc1ccc(/C=C2/SC(=O)N(CCC(=O)Nc3ccccc3)C2=O)cc1OC	-1.08	-0.6	29.0
Cc1ccc2nc(NCc3ccccc3)c(C=NCc3ccccc3)c(=O)n2c1	-1.28	0.38	25.0
CCOC(=O)C1CCN(C(=O)c2ccc(OC)cc2OC)CC1	1.64	2.43	-22.7
COc1ccc2[nH]c(=S)[nH]c2c1	1.08	0.81	-14.3
COc1cc(C)ccc1NC(=O)c1ccc(S(=O)(=O)N2CCOCC2)cc1	-0.51	0.69	6.1
CCc1ccc(NC(=O)c2cnn3c(C(F)F)cc(C)nc23)cc1	·	·	30.0
COc1cnc(-c2ccccn2)nc1Oc1c(C)cccc1C	·	·	-15.0
COc1cc(C(C(=O)NC2CCCCC2)N(C(=O)Cc2c[nH]c3ccccc23)c2ccc(C)cc2)cc(OC)c1OC (configuration not stated)	-0.19	-0.59	13.5
Cc1ccc(OCC(=O)N/N=C\c2c(C)n(C)c3ccccc23)c([N+](=O)[O-])c1	-0.78	0.18	·
CC(C)(C)c1cc(CNC2CS(=O)(=O)C[C@@H]2O)cc(C(C)(C)C)c1O (some centres not stated)	1.15	1.07	·
COC(=O)c1ccc2c(c1)NC(=O)C(N1CCCCC1)S2 (configuration not stated)	-0.67	-0.4	·

Reprinted from the part before: 6 entries, followed by the next part.
SMILES	SDO1 yeast rescue	SDO1 yeast rescue Rescue 24 h	Insulin prom inh
CCc1ccc(NC(=O)c2cnn3c(C(F)F)cc(C)nc23)cc1	·	·	30.0
COc1cnc(-c2ccccn2)nc1Oc1c(C)cccc1C	·	·	-15.0
COc1cc(C(C(=O)NC2CCCCC2)N(C(=O)Cc2c[nH]c3ccccc23)c2ccc(C)cc2)cc(OC)c1OC (configuration not stated)	-0.19	-0.59	13.5
Cc1ccc(OCC(=O)N/N=C\c2c(C)n(C)c3ccccc23)c([N+](=O)[O-])c1	-0.78	0.18	·
CC(C)(C)c1cc(CNC2CS(=O)(=O)C[C@@H]2O)cc(C(C)(C)C)c1O (some centres not stated)	1.15	1.07	·
COC(=O)c1ccc2c(c1)NC(=O)C(N1CCCCC1)S2 (configuration not stated)	-0.67	-0.4	·
Cc1cc(C)c2c(=O)n(-c3ccccc3)[nH]c2n1	1.53	1.29	0.0
Cc1ccc(C23CC4CC(CC(NC(=O)NC(C)(C)CO)(C4)C2)C3)cc1	-1.33	-1.47	·
c1ccc(CN2CCN(c3nc(NCc4ccco4)c4ccccc4n3)CC2)cc1	-0.06	-0.18	-26.7
CCN(CCO)Cc1csc2ccccc12	0.99	0.7	-3.5
CC1(C)CC(=O)C2=C(C1)OC(c1cccs1)C(C#N)=C2N (configuration not stated)	0.91	1.39	-3.1
N#CCSc1nnc(-c2ccccc2O)n1CCc1ccccc1	-1.11	-1.37	·
Clc1ccc(Cl)c2sc(N3CCCC3)nc12	-0.55	-0.65	·
Cc1ccc2cc(CN(CC3CCCO3)C(=O)NC3CCCCC3)c(=O)[nH]c2c1C (configuration not stated)	-0.14	0.42	·
c1ccc2c(c1)C(=NC1CCCCC1)NC2=NC1CCCCC1	0.41	0.02	26.5
Cc1cccc(C(=O)NCCc2csc(C)n2)c1	1.15	1.09	·
CCC(=O)NC(c1cccs1)c1cc([N+](=O)[O-])c2cccnc2c1O (configuration not stated)	0.39	1.39	·
COc1ccc(CC(=O)Nc2ccc(C(=O)NCC(C)C)cc2)cc1	0.71	1.04	2.8
CC(C)(C)c1nnc2sc(SCC(=O)N3CCCc4ccccc43)nn2c1=O	-1.07	-0.94	22.6
Cn1cc(CN2CCCC(CNC(=O)c3ccc4c(c3)OCO4)C2)c2ccccc21 (configuration not stated)	·	·	28.6
CCc1nc2cc(Cl)c(Cl)cc2[nH]1	0.55	0.61	?
CC(=O)c1cc2c(cc1NC(=O)CN1CCCCCC1)OCO2	0.09	-0.67	54.0
COc1ccc(C(=O)NC(=S)Nc2nc(C)c(C(=O)N(C)C)s2)cc1	1	0.93	20.0
COc1cccc(-c2nnc(N(C)C(=O)C3CCOC3)s2)c1 (configuration not stated)	-0.89	-0.72	-7.4
O=C(C=C1CCN(c2ncc(C(F)(F)F)cc2Cl)CC1)NNC(=O)Nc1ccccc1	0.36	0.23	0.0
CSc1nc2[nH]c3c(c2c2nnnn12)CCCC3	-1.09	-0.88	-6.2
Cc1ccc(C(=O)/C=C/Nc2ccc([N+](=O)[O-])cc2Br)cc1	-1.23	-0.17	-70.4
CN(C)S(=O)(=O)c1cccc(C(=O)Nc2cccnc2)c1	0.2	-0.89	46.7
O=C1CSCN1c1ccc(Cl)cc1	·	·	0.0
Cc1cc(C(=O)CSc2n[nH]c(N)n2)c(C)n1C1CC1	-0.39	-1.22	17.6
COc1ccc(/C=N/n2cncn2)cc1CSc1ccccn1	-0.98	-1.31	-37.5
COc1ccc(C(NC(C)=O)c2c(O)ccc3ccccc23)cc1OC (configuration not stated)	0.8	-0.71	·
CCCCCOc1ccc(C(=O)NC(C(=O)O)C(C)C)cc1 (configuration not stated)	1.82	-0.43	·
C/C(CC(=O)Nc1ccccn1)=N\NC(=O)c1ccccc1	1.21	1.39	0.0
CCCCCCn1c(N2CCN(c3ccccc3)CC2)nc2c1c(=O)n(C)c(=O)n2C	-0.98	-0.02	0.0
Cn1nnnc1SCC(=O)Nc1ccc(N2CCOCC2)cc1	0.01	-0.13	45.5
Cc1ccc(S(=O)(=O)N2CCCC2CO)cc1 (configuration not stated)	0.86	0.92	·
O=C(NN1C(=O)C2C3C=CC(O3)C2C1=O)c1cccc(Br)c1 (configuration not stated)	·	·	-29.4
Cc1ccc(SCCNC(=S)Nc2ccc(C)c(C)c2)cc1	-1.19	-0.02	-2.8
CCCCN1C(=O)C2NN=C(C(=O)OC)C2C1=O (configuration not stated)	1.25	0.66	-64.3
COc1ccc(N2CC(C(=O)Nc3nccs3)CC2=O)cc1 (configuration not stated)	-0.07	-0.67	59.5
CCN(CC)C(=O)C[n+]1cccc(C(N)=O)c1	0.03	-0.56	16.7

Fetched by structure from the list above:
SMILES	SDO1 yeast rescue	SDO1 yeast rescue Rescue 24 h	Insulin prom inh
CCN(CC)C(=O)C[n+]1cccc(C(N)=O)c1	0.03	-0.56	16.7
CCCCN1C(=O)C2NN=C(C(=O)OC)C2C1=O (configuration not stated)	1.25	0.66	-64.3

Next section:
SMILES	SDO1 yeast rescue	SDO1 yeast rescue Rescue 24 h	Insulin prom inh
O=C(N=Nc1c(O)n(Cc2ccccc2)c2ccccc12)c1ccc(O)cc1	-1.3	-0.98	21.4
CC(C)(C)C1(C)OC(C(N)=O)C(C(N)=O)O1 (configuration not stated)	-0.09	-0.72	·
Cc1cc2n(n1)SC(Nc1ccc(F)cc1)N2 (configuration not stated)	0.18	0.11	0.0
COc1ccc(CNC(=S)Nc2cccc(C)c2)cc1	0.25	-0.41	10.0
O=C(Cc1cccs1)N1CCC(c2nc3c(nnn3Cc3ccccc3Cl)c(=O)[nH]2)CC1	0.18	0.01	-50.0
O=C(CSc1ccc(/C=N/NC(=O)c2cccc(F)c2)o1)Nc1ccccc1	0.63	0.06	-40.0
c1ccc(-c2ccc(C(c3ccccc3)n3ccnc3)cc2)cc1 (configuration not stated)	-2.85	-2.59	-19.1
Cc1cc(NC(=O)CSc2nc(C(C)C)nc3sc4c(c23)CCCC4)no1	1.6	1.91	-7.1
O=C(CSCc1ccc(F)cc1)N1CCN(c2ccc(F)cc2)CC1	-1.05	-1.41	-20.0
CCc1nc2ccccc2n1Cc1ccc(OC)c(OC)c1	-0.96	-1.32	13.2
COc1ccc(C)cc1NC(=O)CSc1nnc(-c2ccccn2)n1Cc1ccco1	-1.5	-1.51	-54.8
CCOc1nc(NCCc2ccc(OC)c(OC)c2)nc(NC(C)(C)CO)n1	0.05	0.06	-36.4
O=C(CSc1nnc(C2COc3ccccc3O2)o1)Nc1nccs1 (configuration not stated)	0.56	0.3	-42.9
O=C(CCc1nc2ccccc2[nH]1)Nc1ccc(F)cc1	0.87	0.68	14.3
COc1ccc(OC)c2[nH]c(=O)c(CCNC(=O)C(C)C)cc12	0.37	1.32	·
Cc1c(NC=C(C#N)C#N)c(=O)n(-c2ccccc2)n1C	·	·	-41.2
C/C(CC(=O)NCCCN1CCOCC1)=N\NC(=O)COc1ccc(Cl)cc1	0.82	-0.11	4.2
COc1cccc(NC(=O)N2CCN(c3cccc(C)c3C)CC2)c1	-0.55	-0.06	-84.0
CS(=O)(=O)c1ccc2nc(NC(=O)c3cccc(NS(=O)(=O)c4ccc(F)c(F)c4)c3)sc2c1	1.68	1.6	·
Cc1occc1-c1nnc(SCC(=O)N2CCN(c3ccccc3)CC2)n1C	0.49	0.48	·
CCOC(=O)c1cc(NC(=O)N(CC)C2CCCCC2)c(C)nc1C	2.26	1.13	-32.1
CCc1ccc(/C=C(\C)C(=O)c2c(C)cc(C)[nH]c2=O)cc1	·	·	25.0
Cc1ccccc1OCC(=O)NC(=S)Nc1ccc(Br)c(C)n1	-0.16	0.24	·
CCN1C(=O)C(Cc2nc3ccccc3c(=O)n2-c2ccccc2)c2ccccc21 (configuration not stated)	-0.54	0.78	-83.3
CC/C(=N/Nc1ccccc1)c1cnnc(SC)n1	0.39	-0.03	·
COc1ccc(-n2nnc3c(=O)n(CC(=O)Nc4cc(C)on4)cnc32)cc1OC	·	·	-28.6
Cc1ccccc1C(=O)c1c[nH]c(C(=O)NCc2ccco2)c1	0.56	-0.04	-34.5
O=C(Nc1ccc(Oc2ccc(NC(=O)c3ccco3)c(NC(=O)c3ccco3)c2)cc1)c1ccco1	-0.03	0.67	48.8
Cc1ccc(NC(=O)C2CCN(S(=O)(=O)c3cnc[nH]3)CC2)nc1	0.88	0.32	·
CCC(Cc1ccccc1)NCc1c(C(=O)O)c(C)n(Cc2ccccc2)c1C (configuration not stated)	·	·	42.9
O=S(=O)(c1ccc2c(c1)OCCO2)N(Cc1ccc(F)cc1)Cc1nnc(-c2cccs2)o1	-2.26	-1.03	-44.7
CCCCOc1cccc(C(=O)NC(=S)Nc2cccnc2)c1	-0.97	-0.45	-46.1
Cc1cc(=O)n2nc(N3CCC(C(=O)NCCc4ccccc4)CC3)sc2n1	2.05	1.64	30.8
CCN(Cc1ccccc1)C(=O)Cn1cnc2c1c(=O)n(C)c(=O)n2C	-0.38	0.1	·
Cn1c(NCCN2CCOCC2)nc2c1c(=O)n(Cc1cccc(Cl)c1)c(=O)n2C	0.28	-0.05	·
O=C(CSc1ccc(-c2ccc(F)cc2)nn1)N1CCN(c2ccccc2)CC1	-0.2	0.56	·
COC(=O)c1ccc(OCC(=O)c2ccc(O)cc2O)cc1	-0.42	-0.25	-18.8
CCN(CC)C(=O)c1sc(NC(=O)c2ccncc2)c(C(=O)OC)c1C	0.47	0.7	16.9
CCOc1cc(N2CCOCC2)c(OCC)cc1NC(=O)c1ccc(OC)cc1	·	·	7.3
O=C1C2CC=CCC2C(=O)N1c1n[nH]c(CCc2ccccc2)n1 (configuration not stated)	0.36	0.07	22.2
O=S(=O)(c1ccccc1)n1ccc(-c2cnc(-c3ccccc3)s2)n1	-0.47	0.73	18.8
COc1cccc(NC(=O)CCP(C)(=O)O)c1	-0.26	-0.25	·
O=C(NC1CCCCC1)C(=O)c1c(-c2ccccc2)[nH]c2ccccc12	-0.19	-0.34	-12.2
Cc1ccc(NS(=O)(=O)c2ccc(NC(=O)C(C)Sc3ccc(Cl)cc3)cc2)c(C)c1 (configuration not stated)	-0.83	0.19	22.2
CCOCCn1c(C(C)O)nc2ccccc21 (configuration not stated)	0.88	1.05	-304.8
CCCOc1ccc(Cc2c(Cl)nc(SC)nc2NC)cc1	-1.06	-0.69	-35.7
Cc1cc(C)n(C(=O)CCC2COc3ccccc3O2)n1 (configuration not stated)	-0.59	-0.64	15.4
CCC(=O)NC(=S)Nc1ccc(-c2nc3ccc(C)cc3s2)cc1	0.21	1.33	5.9

Some of the entries so far, with the structure last:
SDO1 yeast rescue | SDO1 yeast rescue Rescue 24 h | Insulin prom inh | SMILES
0.28 | -0.05 | · | Cn1c(NCCN2CCOCC2)nc2c1c(=O)n(Cc1cccc(Cl)c1)c(=O)n2C
-0.2 | 0.56 | · | O=C(CSc1ccc(-c2ccc(F)cc2)nn1)N1CCN(c2ccccc2)CC1
-0.42 | -0.25 | -18.8 | COC(=O)c1ccc(OCC(=O)c2ccc(O)cc2O)cc1

Following part.
SMILES	SDO1 yeast rescue	SDO1 yeast rescue Rescue 24 h	Insulin prom inh
O=C(NC1CCCCC1)C1CCN(S(=O)(=O)N2CCCCCC2)CC1	0.95	1.06	·
Nc1cc(C(=O)OCC(=O)NC(c2ccccc2)c2ccccc2)ccc1Cl	-0.84	-1.31	·
Cc1cccc(NC(=O)c2ccc([N+](=O)[O-])o2)c1C	·	·	-41.7
CC(C)N1CCN(Cc2coc3ccccc3c2=O)CC1CCO (configuration not stated)	·	·	33.3
CC(C)Sc1nc2c(c(=O)n(C)c(=O)n2C)n1Cc1ccc(Cl)cc1	-2.03	-1.46	-34.2
COc1cc(CNc2ccccc2Oc2cc(=O)n(C)c(=O)n2C)cc(OC)c1OC	-0.3	-0.92	-23.7
C=CCSC1=C(C#N)C(c2ccccc2)CC(=O)N1 (configuration not stated)	0.05	-0.63	0.0
Cc1c(C(=O)O)cnc2cc(-c3ccc(Cl)cc3)nn12	0.68	0.1	·
COc1ccc(CCCc2nnc(SCC(=O)Nc3ccc(C)c(C)c3)o2)cc1	-0.71	-0.31	-27.6
Cc1nc(NC(=O)CSc2nnnn2C)sc1C	0.02	-0.02	58.6
Cc1ccc(-c2csc3ncnc(Sc4nnc(CN5CCCCCC5=O)o4)c23)cc1	-1.81	-1.5	·
CC1CCN(c2ccccc2N)CC1	0.26	-0.44	41.7

Assay outcomes: PubChem, several laboratories
